TcdB GH inh: blocks C. difficile toxin B glycohydrolase activity. AID 652162. P18177. TcdB glycohydrolase enzymatic assay, plate reader. inhibition, % at 9.99 µM. 350,000 compounds, 0.24% hits; in the data active = inhibition above about 10%
MazEF act: activators of E. coli MazEF toxin-antitoxin RNase; P0AE70; FAM/BHQ RNA-DNA oligo cleavage fluorescence, 5 h; activation, % at 20 µM; 350,000 compounds, 0.32% hits; AID 504720; in the data active = activation above about 50%
Target sequence (P0AE70 whole entry, looked up): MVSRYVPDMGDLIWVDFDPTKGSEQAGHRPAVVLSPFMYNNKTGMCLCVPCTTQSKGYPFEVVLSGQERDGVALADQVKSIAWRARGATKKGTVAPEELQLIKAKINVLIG
Yp Topo-I inh: blocks Yersinia pestis topoisomerase I activity; 360,000 compounds, 0.064% hits; Y. pestis Topo-I cleavage product accumulation, plate reader; AID 504884; activity, % at 10 µM; in the data active = activity above about 50%, passing the limit was not always enough; note: inactives centre near 2
3CLpro inhibitor: SARS-CoV 3CLpro protease inhibition; P0C6X7; recombinant SARS-CoV 3CLpro, quenched FRET peptide cleavage; inhibition, % at 6 µM; 290,000 compounds, 0.14% hits; in the data active = inhibition above about 12%
DUSP3 inh: DUSP3 (human) phosphatase inhibition | P51452 | recombinant VHR phosphatase, pNPP absorbance | inhibition, % at 13.3 µM | 290,000 compounds, 0.52% hits; in the data active = inhibition above about 50%; note: some compounds called inactive have numbers as strong as hits
Target sequence (P51452 whole entry, looked up): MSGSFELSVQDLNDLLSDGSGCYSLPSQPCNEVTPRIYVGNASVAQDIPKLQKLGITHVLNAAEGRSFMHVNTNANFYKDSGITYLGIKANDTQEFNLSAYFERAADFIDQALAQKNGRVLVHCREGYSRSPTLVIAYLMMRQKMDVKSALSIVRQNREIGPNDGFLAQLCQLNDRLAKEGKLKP
SSB-PriA inh: blocks PriA binding to SSB C-terminal tail; AlphaScreen SSBct-PriA binding, biotinylated peptide; 430,000 compounds, 0.6% hits; inhibition, % at 33 µM; in the data active = inhibition mostly above about 37%, no sharp cut-off; inactive = mostly below about 20%;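 note: plate controls were negative control peptide for no effect and reference peptide for full effect; strong numbers were not always called active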
Rv3671c inh: inhibitors of M. tuberculosis serine protease Rv3671c; inhibition, % at 5.96 µM; 320,000 compounds, 0.048% hits; AID 2606; in the data active = inhibition above about 38%;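 note: extracellular domain of Rv3671c used as enzyme; 0% = enzyme with DMSO and 100% = no enzyme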
Target sequence (P9WHR9 whole entry, looked up, the tested form may be a part): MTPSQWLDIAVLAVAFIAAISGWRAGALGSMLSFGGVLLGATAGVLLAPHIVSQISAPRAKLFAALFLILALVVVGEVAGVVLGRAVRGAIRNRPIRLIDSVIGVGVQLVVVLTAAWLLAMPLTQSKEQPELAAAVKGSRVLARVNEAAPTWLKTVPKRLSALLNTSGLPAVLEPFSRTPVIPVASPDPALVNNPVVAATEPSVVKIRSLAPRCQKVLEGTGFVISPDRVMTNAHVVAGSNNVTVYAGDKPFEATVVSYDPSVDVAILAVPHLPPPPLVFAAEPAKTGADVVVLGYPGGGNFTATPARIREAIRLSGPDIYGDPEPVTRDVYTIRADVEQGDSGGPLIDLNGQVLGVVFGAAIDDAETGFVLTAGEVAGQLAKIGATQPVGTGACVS
CCHF vOTU inh: blocks the CCHF virus ovarian tumor domain protease. CCHFV vOTU protease, Pep-AMC fluorescence. inhibition, % at 11.5 µM. 370,000 compounds, 0.55% hits. AID 651958; in the data active = inhibition above about 30%; note: 0% = vehicle wells with enzyme and 100% = no enzyme wells
Vc quorum ag: inducers of Vibrio cholerae quorum light production without autoinducers. V. cholerae BH1578 lux reporter, luminescence, 6 h. activation, % at 18.7 µM. 350,000 compounds, 0.16% hits. AID 588436; in the data active = activation mostly above about 9.7%, no sharp cut-off; note: not every result past the cut was called active; inactives centre near 0; reference of the scale not given here
PrPC surface inh: cell surface PrPC inhibition, primary TR-FRET screen; P04156; TR-FRET read-out; inhibition, % at 13.8 µM; 370,000 compounds, 0.43% hits; in the data active = inhibition above about 24%; note: 0% = median of the test wells and 100% = reference compound wells
Starred values were filed as active, the others as inactive; i = inactive; x = no result given; & = joins results of further samples.

SMILES	TcdB GH inh	MazEF act	Yp Topo-I inh	3CLpro inhibitor	DUSP3 inh	SSB-PriA inh	Rv3671c inh	CCHF vOTU inh	Vc quorum ag	PrPC surface inh
COc1ccccc1CNCc1cccs1	x	2	5	1	10	-14	11	2	-0.5	-6
CCOC(=O)C1CCCN(C(=O)CSc2nnc3nc(C)cc(C)n23)C1 (stereo not given)	-0.9	-1	0	x	x	3	12	-2	-0.2	7
Cc1cccc(C)c1NC(=S)N(CCc1ccncc1)C(C)C	0.7	16	11	-5	-24	-13	2	-9	-2.1	-3
Cc1nn(-c2ccccc2)c(C)c1NC(=O)COc1ccc(Br)cc1Cl	x	-2	23	1	13	-2	-15	-6	-0.2	2
O=C(N/C(=C\c1ccco1)C(=O)N1CCOCC1)c1ccco1	x	-9	2	4	12	1	-6	-7	-1.8	3
Cc1cc(C)c2cc(CN(CC3CCCO3)S(=O)(=O)c3ccc4c(c3)OCCO4)c(=O)[nH]c2c1 (stereo not given)	x	-7	12	2	12	18	-15	-16	-3.6	-4
Cc1cc(NC(=O)CN2CCN(c3ccccc3O)CC2)no1	x	-5	7	-1	-6	-5	-10	-4	3.6	-1
CCOC(=O)c1c(NC(=O)CSc2nnc(-c3cccnc3)o2)sc(C(C)=O)c1C	x	-4	0	3	19	-11	1	3	i	14
Cc1ccc(SCc2noc(C(=O)NC(C)C)c2C(=O)O)cc1C	-2.0	-1	7	4	20	16	-7	14	-0.2	4
COc1ccc(NC(=O)COC(=O)c2ccc(S(=O)(=O)N3CCCC3)cc2)cc1OC	-0.4	-43	-3	x	x	5	12	2	-2.1	-5
Cc1ccc(NC(=O)c2sc3nc[nH]c(=O)c3c2C)c(C)c1	x	0	5	-2	0	-2	-6	9	-14	-2
CCOc1c2ccc(C(=O)NCc3ccc(OC(F)(F)F)cc3)cc2nn1C	-0.4	4	12	1	-7	-2	-1	-33	i	-6
C#CCN(C[C@H]1[C@H](OC(=O)NCCCCCC)[C@H](OC(=O)NCCCCCC)C[C@@H](C(=O)OC)[C@H]1C(=O)OC)S(=O)(=O)c1ccc(C)cc1	1.1	10	-6	x	x	x	x	4	i	8
O=C(Oc1ccccc1)N1CCCCC1	-0.1	4	-1	x	x	x	x	-6	i	1
COc1ccc(CN(C)C(c2ccccc2)c2nnnn2-c2ccccc2C)c(OC)c1C (stereo not given)	x	-4	4	-9	10	-6	-2	4	i	1
C/C(=N\S(=O)(=O)c1ccc(C)cc1)Nc1cc(C(C)C)c(O)cc1C	0.0	6	-4	0	12	x	7	1	-0.5	1
CSc1ccccc1C(=O)N1CCc2ccccc2C1	5.0	8	26	5	2	10	-1	-13	-0.4	11
COc1cccc2cc(C(=O)N3CCN(C(=O)c4ccco4)CC3)c(=O)oc12	x	2	3	4	13	-4	-1	-4	i	-6
COc1ccc(C(=O)/C=C/C(=O)N(CC(=O)NC2CCCCC2)CC2CCCO2)c(O)c1 (stereo not given)	0.3	5	25	2	3	-6	0	4	x	-4
Cc1ccc(C2=NOC(C)(c3sc(-c4ccc(Cl)cc4)nc3C)C2)cc1 (stereo not given)	-0.2	0	9	x	x	-5	-8	-4	-10	2

Brought forward from above: three entries; new compounds follow.
SMILES	TcdB GH inh	MazEF act	Yp Topo-I inh	3CLpro inhibitor	DUSP3 inh	SSB-PriA inh	Rv3671c inh	CCHF vOTU inh	Vc quorum ag	PrPC surface inh
COc1cccc2cc(C(=O)N3CCN(C(=O)c4ccco4)CC3)c(=O)oc12	x	2	3	4	13	-4	-1	-4	i	-6
COc1ccc(C(=O)/C=C/C(=O)N(CC(=O)NC2CCCCC2)CC2CCCO2)c(O)c1 (stereo not given)	0.3	5	25	2	3	-6	0	4	x	-4
Cc1ccc(C2=NOC(C)(c3sc(-c4ccc(Cl)cc4)nc3C)C2)cc1 (stereo not given)	-0.2	0	9	x	x	-5	-8	-4	-10	2
O=C(Cc1ccccc1)Nc1ccc(NC(=O)Cc2ccccc2)c(Cl)c1	0.8	-8	-7	-1	13	-5	0	-10	-0.1	0
CC(C)N(C(=O)Cn1c(=O)oc2ccccc21)c1ccccc1	0.7	6	-2	1	5	1&2	-4	-9	-0.4	2
COc1ccccc1NC(=O)c1sc2ncn(CC(=O)Nc3ccccc3)c(=O)c2c1C	1.3	35	2	3	17	2	-10	2	-0.3	0
COc1ccc(C)cc1NC(=O)c1cc(S(=O)(=O)N2CCC3(CC2)OCCO3)ccc1F	0.2	8	27	2	6	-13	-2	10	-0.1	4
CCOC(=O)c1[nH]cnc1C(=O)NC(C)C	x	5	2	-6	4	-8	-2	-8	i	2
CC(C)CCNC(=O)C(=O)NCC1OCCCN1S(=O)(=O)c1cccs1 (stereo not given)	0.8	4	4	-1	14	-34	14	0	i	-9
COc1ccccc1NC(=O)COC(=O)C1CC2CCCC(C1)C2=O (stereo not given)	1.0	-3	5	x	x	-7	2	-5	i	1
Cc1onc(-c2c(Cl)cccc2Cl)c1C(=O)c1ccc(F)cc1	-0.8	1	6	-3	16	-11	4	-9	-1.4	-5
O=C(c1ccc(Cl)cc1)N1CCCC(C(=O)N2CCc3ccccc3C2)C1 (stereo not given)	2.4	-14	12	1	47	-2	-3	0	0.8	4
COc1ccccc1N1CCN(Cc2ccccc2F)CC1	x	-3	1	-2	-8	-17	-1	-2	-0.3	0
Clc1ccc(-c2nnc(-c3ccccc3)c(N3CCSCC3)n2)cc1	x	1	31	-9	20	-15	-7	-1	i	-3
CCc1cc(N2CCOCC2)cc2c1[nH]c1ccccc12	-39	27	-12	0	8	37	-3	-56	-0.2	-3
CS(=O)(=O)N1CCN(c2ccccc2NC(=O)C(c2ccccc2)c2ccccc2)CC1	x	4	-5	3	-17	-5	1	-13	i	-6
COc1ccc(C(=O)NCCNc2nc3ccc(C)cc3cc2C#N)cc1OC	1.5	8	14	-1	22	-3	-1	-43	i	4
O=C(NCC(F)(F)F)c1ccc(S(=O)(=O)Nc2ccccc2N2CCCC2)cc1	-2.8	-47	-12	x	x	-9	-20	8	-0.9	2
CCCCCc1nnc(NC(=O)Cn2cnc3ccccc3c2=O)s1	x	5	-1	0	28	-12	-11	17	i	-2
O=C(NC(=S)Nc1ccc(Br)cc1)C1CCC1	0.2	-11	-6	0	4	4	-5	-12	3.4	14
O=C(CSc1nnc(-c2cccnc2)n1-c1ccccc1)NCc1ccc2c(c1)OCO2	x	1	-10	-1	15	11	1	8	-1.6	-1
CCCNc1nc2c(c(=O)[nH]c(=O)n2C)n1CCC(C)C	x	0	-2	-3	3	-3	-5	4	i	-2
Fc1ccccc1CCNCc1ccccc1	x	2	0	0	-2	-6	4	3	0.6	-3
COc1ccc2nc(-c3ccccn3)ccc2c1	9.0	5	-3	x	x	x	x	-54	i	-8
CCOC(=O)c1cccc(NS(=O)(=O)c2c(C(=O)N3CCCCCC3)c(C)n(C)c2C)c1	2.6	1	14	0	27	-7	-9	11	i	-1
CCn1cc(C(=O)NCCCN2CCC(C)CC2)c(=O)c2cc(S(=O)(=O)N(C)C3CCCCC3)ccc21	0.1	16	8	3	40	-8	-2	2	i	-12
CC(C)Oc1ccc(C2CC(=O)N(c3ccccc3)C2=O)cc1 (stereo not given)	x	0	-3	0	15	-5	-8	5	-0.4	0
Oc1cccc(C=Nc2cccc3ccccc23)c1O	0.2	3	-5	4	1	24	-38	4	i	-4
Fc1cccc(F)c1CN1CCN(c2ccc(Cl)cc2)CC1	1.4	8	-5	11	-20	-2	-4	-8	i	0
COc1ccc(C(c2nnnn2C2CCCC2)N2CCc3ccccc3C2)cc1OC (stereo not given)	x	5	-2	-3	-18	3	x	11	-0.5	14
COc1ccccc1C(=O)Cc1ccccc1	1.2	0	-2	x	x	-18	x	4	0.7	2
Cc1ccc(NC(=O)c2ccccc2O)cc1	x	-6	-6	-4	54*	-14	1	-3	0.3	-6
CCCNC(=O)COC(=O)c1[nH]c(C)c(C(=O)OCC)c1C	x	5	-9	-1	4	1	-6	4	-1.2	-7
Cc1ccccc1NC(=O)CC1c2ccccc2CC(C)(C)N1C (stereo not given)	0.7	2	6	8	25	-1	-9	13	i	2
CC(C)COC(=O)c1cc(-c2ccc(/C=N/n3cnnc3)o2)ccc1Cl	1.4	14	22	-2	-18	x	3	-1	-1.2	3
COCCNC(=O)c1cccc(OC2CCN(Cc3ccc(Cl)c(F)c3)CC2)c1	0.5	-3	-1	-2	-2	-5	-1	-19	0.4	-6
O=C(CCN1C(=O)/C(=C/c2ccccc2F)SC1=S)N[C@@H](CO)Cc1ccccc1	-1.4	1	17	5	2	-2	-15	2	-0.4	5
COc1ccc(NC(=S)NCCc2c(C)[nH]c3ccc(OC)cc23)cc1	1.1	4	1	2	-25	50	-6	9	-0.2	-2
COc1ccc(CNC(=O)c2ccc(N3CCCC3=O)cc2)cc1	4.8	3	2	-10	-1	5	2	-18	-0.4	-4
COc1cc2c(cc1OC)C(C(=O)NC1CC1)C1c3ccccc3CCN1C2=O (stereo not given)	0.6	3	-1	2	x	-8	-2	-3	-0.2	-4
COc1ccc(OC)c(/C=C/C(=O)Oc2ccc(C(C)=O)cc2)c1	1.7	1	34	2	1	-14	-3	-33	i	1
COc1ccc(CN(C)C(=O)CNC(=O)c2sc3ccccc3c2Cl)c(OC)c1	-0.4	-9	21	x	x	x	x	-16	0.1	-6
CC(C)Cn1c(N)c(C(=O)CSc2ccccc2)c(=O)n(C)c1=O	0.7	-4	1	-4	-7	-4	-7	1	-2.4	4

Single records, from the list above. Values in the order: TcdB GH inh	MazEF act	Yp Topo-I inh	3CLpro inhibitor	DUSP3 inh	SSB-PriA inh	Rv3671c inh	CCHF vOTU inh	Vc quorum ag	PrPC surface inh
Listed for Cc1ccccc1NC(=O)CC1c2ccccc2CC(C)(C)N1C (stereo not given) : 0.7	2	6	8	25	-1	-9	13	i	2
Listed for O=C(CSc1nnc(-c2cccnc2)n1-c1ccccc1)NCc1ccc2c(c1)OCO2 : x	1	-10	-1	15	11	1	8	-1.6	-1
Listed for O=C(NC(=S)Nc1ccc(Br)cc1)C1CCC1 : 0.2	-11	-6	0	4	4	-5	-12	3.4	14
Listed for COc1ccc(CNC(=O)c2ccc(N3CCCC3=O)cc2)cc1 : 4.8	3	2	-10	-1	5	2	-18	-0.4	-4

The list continues.
SMILES	TcdB GH inh	MazEF act	Yp Topo-I inh	3CLpro inhibitor	DUSP3 inh	SSB-PriA inh	Rv3671c inh	CCHF vOTU inh	Vc quorum ag	PrPC surface inh
O=C(NP(=O)(N1CCCC1)N1CCCC1)C1=C(N2CCOCC2)/C(=C/c2cccc([N+](=O)[O-])c2)CC1	-0.6	5	20	3	0	-17	-1	6	i	-8
O=C(CNC(=O)c1cccs1)OCc1ccc(Cl)cc1	0.7	-14	-8	-1	-23	-14	-2	9	-0.2	1
O=C(NC1CCC(O)CC1)C1CCN(S(=O)(=O)c2c(Cl)cccc2Cl)CC1 (stereo not given)	3.0	-19	0	x	x	-6	-1	19	i	4
CCN(CC)CCn1c(NCc2cccc(OC)c2)nc2ccccc21	x	4	-3	3	36	-4	-5	-1	-2.6	5
CO[C@H]1/C=C/O[C@@]2(C)Oc3c(C)c(O)c4c(O)c(c5c(c4c3C2=O)NC2(CCN(CC(C)C)CC2)N=5)=NC(=O)/C(C)=C\C=C\[C@H](C)[C@H](O)[C@@H](C)[C@@H](O)[C@@H](C)[C@H](OC(C)=O)[C@@H]1C	-0.2	7	18	x	x	x	x	18	-0.4	-20
COc1ccc(NS(=O)(=O)c2ccc(N3CCOCC3)c(NC(=O)c3ccc(OC)cc3)c2)cc1	x	-1	18	-5	-2	11	-19	11	i	13
O=C(COc1ccc(Br)cc1)N1CCC(c2ccccc2)C1 (stereo not given)	x	0	25	0	9	-38	2	7	i	3
CCN1CCN(C(=S)Nc2ccc(Cl)cc2Cl)CC1	x	2	-1	-1	12	-8	1	8	0.4	1
O=C(CSc1nnc(-c2ccco2)n1-c1ccccc1Cl)Nc1cccc(C(=O)O)c1	-2.8	5	-2	1	15	-8	5	4	i	-2
CCOc1ccccc1NC(=O)c1nc(S(=O)(=O)Cc2cccc(C)c2)ncc1Cl	0.7	-6	1	-5	6	-3	-8	8	0.0	3
O=C(COc1ccccc1)Nc1nc2c(s1)CCCC2	-0.1	-7	10	7	-17	0	5	16	-0.2	-2
C[C@H](CO)N1C[C@H](C)[C@@H](CN(C)C(=O)Nc2ccc(F)cc2)OCc2cnnn2CCCC1=O	0.6&0.1	7	-1	x	x	x	x	12	-2.3	-2

Compound activity as filed in PubChem.

An excerpt; count on the stated rates, not on these rows.
